Screening data: PubChem, National Center for Advancing Translational Sciences (NCATS)
HCMV antiviral: qHTS Assay for inhibitors of the human cytomegalovirus (HCMV); HFF cells, HCMV-luciferase reporter, 72 h; stronger effect = lower value; activity change, negative = inhibition, % at 57.5 µM; actives 4.5% (n = 410,000); AID 1259415, 2018; in the data active = activity change below about -60%; inconclusive = no clear call, values can overlap the other calls; inactive = above about -39%
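Screen run at 2 compound doses on HFFs infected with reporter HCMV, MOI 1 PFU/cell. Luciferase activity from cell lysates at 72 h post infection gave inhibition relative to buffer-only and Salinomycin wells.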
AmpC inh detg: qHTS Inhibitors of AmpC Beta-Lactamase (assay with detergent) | P00811 | AmpC hydrolysis of nitrocefin, absorbance 480 nm, 0.01% Triton | Potency, µM (titrated, usually from 114 µM), for inactives: top-dose activity change, negative = inhibition, usual class: inhibitors | actives 0.041% (n = 370,000) | AID 485294, 2010;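 note: potency is the fitted concentration of half-maximal effect; 0% = no-compound wells and -100% = no-enzyme wells; nearly all actives have a fitted effect of over 25% in size; some results filed as inactive show a strong effect at the top dose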
Target sequence (P00811 whole entry, looked up): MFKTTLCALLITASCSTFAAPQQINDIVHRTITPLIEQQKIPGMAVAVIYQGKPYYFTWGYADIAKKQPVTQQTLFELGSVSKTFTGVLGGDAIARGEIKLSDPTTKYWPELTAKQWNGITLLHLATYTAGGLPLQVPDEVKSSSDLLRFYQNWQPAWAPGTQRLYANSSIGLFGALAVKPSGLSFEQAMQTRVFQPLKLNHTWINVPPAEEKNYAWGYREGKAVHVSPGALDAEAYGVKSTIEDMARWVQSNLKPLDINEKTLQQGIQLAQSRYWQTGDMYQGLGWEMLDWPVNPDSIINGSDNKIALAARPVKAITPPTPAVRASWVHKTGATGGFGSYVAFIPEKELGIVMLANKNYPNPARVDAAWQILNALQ
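20 mM phosphate pH 7.0 + 0.01% (detergent screen) or 0.0001% Triton X-100; 5.3 nM AmpC reagent; cpd preinc 15 min RT; nitrocefin (800 uM stock) to start; A480 q20 s × 4 min; Activity was normalised to no-enzyme and no-compound control wells.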
AmpC no deterg: qHTS Inhibitors of AmpC Beta-Lactamase (assay without detergent); actives 0.52% (n = 330,000); AmpC nitrocefin hydrolysis, absorbance 480 nm, 0.0001% Triton; Potency, µM (doses to about 57.1 µM), without a hit: top-dose activity change, negative = inhibition, usual class: inhibitors; P00811;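 note: potency is the fitted concentration of half-maximal effect; plate controls were no compound for no effect and no enzyme for full effect; nearly all actives have a fitted effect of over 20% in size; some results filed as inactive show a strong effect at the top dose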
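AmpC (5.3 nM in the dispensed reagent) in 20 mM phosphate pH 7.0 with 0.01% (detergent screen) or 0.0001% Triton X-100 was preincubated with compounds for 15 min at room temperature. Nitrocefin was then added from an 800 uM solution, and hydrolysis was followed at 480 nm.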
HCV inhibitor: qHTS Assay for Inhibitors of Hepatitis C Virus (HCV); Potency, µM (top dose mostly 41.8 µM), without a hit: at the highest dose activity change, negative = inhibition, most hits filed as inhibitors; actives 3.4% (n = 340,000); Huh7.5.1 HCVcc-Cre infection, luciferase reporter, 44 h; note: potency is the fitted concentration of half-maximal effect
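Whole-lifecycle infectious HCVcc-Cre system; cells 1,000/well, compound then virus (~0.5 moi) added 4 h after plating, 44 h culture. Luciferase read 15 sec following 15 min substrate incubation, room temp.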
Sm TGR block: qHTS Assay for the Inhibitors of Schistosoma Mansoni Peroxiredoxins. actives 3% (n = 360,000). purified TGR, DTNB reduction, TNB absorbance 405 nm. Schistosoma mansoni thioredoxin glutathione reductase (TGR), Q962Y6. Potency, µM (titrated, usually from 114 µM), inactives show top-dose activity change, negative = inhibition, most hits filed as inhibitors. AID 485364, 2010; note: potency is the fitted concentration of half-maximal effect; nearly all actives have a fitted effect of over 60% in size
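TGR 20 nM + NADPH 100 uM (dispensed conc.), cpd preinc 15 min RT; start with NADPH (500 uM addition) then DTNB (15 mM addition). Kinetic TNB absorbance, 405 nm filter. Four-parameter Hill fit across titration.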
FBPA Giardia inh: qHTS Assay for Inhibitors of Fructose-1,6-bisphosphate Aldolase from Giardia Lamblia; AID 2451, 2010; A8B2U2; actives 0.71% (n = 290,000); Potency, µM (series often up to 59.6 µM), without a hit: at the highest dose activity, negative = inhibition, usual class: inhibitors; purified Giardia FBPA; note: potency is the fitted concentration of half-maximal effect; nearly all actives have a fitted effect of over 55% in size
Target sequence (A8B2U2 whole entry, looked up): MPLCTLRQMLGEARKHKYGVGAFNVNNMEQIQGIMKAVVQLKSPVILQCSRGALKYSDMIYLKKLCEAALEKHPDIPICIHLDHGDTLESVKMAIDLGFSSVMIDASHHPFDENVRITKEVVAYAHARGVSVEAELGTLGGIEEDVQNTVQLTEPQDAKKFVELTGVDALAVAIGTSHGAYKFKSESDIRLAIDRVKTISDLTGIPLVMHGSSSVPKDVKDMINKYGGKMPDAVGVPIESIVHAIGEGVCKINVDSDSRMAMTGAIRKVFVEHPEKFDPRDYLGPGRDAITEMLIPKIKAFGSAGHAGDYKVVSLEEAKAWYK
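40 nM FBPA preincubated 10 min at RT with compound (up to 57.5 uM final), then substrate plus GAPDH/TPI/NAD/arsenate coupling and diaphorase/resazurin added. Fluorescence read after 20 min at RT, 525/598 nm.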
The depositor's hits bear a star; ? = inconclusive; . = no result given; & = joins results of further samples; [ ] = dose if it differs, or a comment. Unless noted, calls come from the whole dose curve; as a rule, active = well fitted curve in the direction sought with a large enough effect; inconclusive = small, poorly fitted or top-dose-only effect, or another doubt; inactive = no such curve, though single readings can be large; an effect the other way counts as inactive or inconclusive. Unless noted, % is set by controls: 0 for no effect and ±100 for the full control effect.

1) CC1CCN(c2oc(-c3cccs3)nc2S(=O)(=O)c2ccccc2)CC1
2) Cc1ccc(OCC(=O)Nc2cccc3ccc(C)nc23)c(C)c1
3) Cc1nn(-c2ccccc2[N+](=O)[O-])c(=O)c2ccccc12
4) COc1ccccc1C(=O)Nc1ccc(C)cc1C(=O)c1ccccc1
5) COc1ccc(S(=O)(=O)Nc2cccc(/C=C/C(=O)O)c2)cc1
6) COc1cccc(OCC(O)CN2C(C)CCCC2C)c1 (centres undefined)
7) Cc1oc(-c2ccc(C(=O)NCCC(C)C)cc2)nc1CN1CCc2ccccc21
8) COc1cccc(OC(=O)N2CCOCC2)c1
9) CC(=O)c1cc(C(=O)c2ccccc2)sc1Nc1ccccc1
10) COCCn1c(SCC(=O)Nc2cccc(F)c2)nc2c([nH]c3ccccc32)c1=O

assay / entry,1,2,3,4,5,6,7,8,9,10
HCMV antiviral,-5,-7,75,-36,-24,-1,-31,-3,44,47
AmpC inh detg,24%,-1%,11%,-14%,-3%,?,20%,2%,0%,-6%
AmpC no deterg,.,.,-24%,-34%,-19%,-15%,.,-10%,-3%,-11%
HCV inhibitor,.,.,0%,4%,14%,7%,.,-17%,13µM*,-5%
Sm TGR block,-18%,-12%,10%,1%,-15%,8%,5%,0%,?,-28%
FBPA Giardia inh,.,.,1%,8%,5%,-9%,.,6%,6%,.

11) CC(C)[C@@H](N)C(=O)N/N=C/c1ccc2ncccc2c1
12) C/C(=N\Nc1ccc(C)c(Cl)c1)c1cccnc1
13) Fc1ccc(CNC(=S)Nc2cccc(C(F)(F)F)c2)cc1
14) Cc1ccc(CNc2cnccn2)cc1
15) CCOC(=O)c1c(-c2cccs2)csc1NC(=O)CNCCN1CCOCC1
16) COc1ccc(CNC(=S)NCc2ccc(F)cc2)cc1OC
17) CC(C)Oc1ccccc1C1(c2ccccc2)NC(=O)NC1=O (centres undefined)
18) CC(C)c1noc(-c2ccccc2OCC(=O)Nc2cccc([N+](=O)[O-])c2)n1
19) CCOC(=O)N1CCC(N2CCN(S(=O)(=O)CC)CC2)CC1
20) Cc1ccc(CN(C(=O)COc2ccc(F)cc2)C2CCS(=O)(=O)C2)o1 (centres undefined)

assay / entry,11,12,13,14,15,16,17,18,19,20
HCMV antiviral,3,15,-36,48,.,-63*,-3,9,.,12
AmpC inh detg,1%,0%,-8%,?,-15%,?,-8%,3%,1%,21%
AmpC no deterg,-20%,-3%,-43%,-12%,154%[activator],-28%,-28%,.,-12%,.
HCV inhibitor,1%,-3%,?,15%,.,?,2%,.,13%,.
Sm TGR block,-10%,14µM*,-14%,10%,-16%,0%,7%,-10%,7%,-4%
FBPA Giardia inh,-24%,-11%,2%,6%,23%,-4%,1%,.,6%,.

21) CN(C)/C=C(\C#N)C(=O)Nc1ccc(O)cc1F
22) COc1ccccc1C(=O)C1CCCN(Cc2ccc(Oc3ncccn3)cc2)C1 (centres undefined)
23) CCc1ccc2c(COC(=O)CNS(=O)(=O)c3ccc(NC(C)=O)cc3)cc(=O)oc2c1
24) COc1ccc([C@@H]2[C@@H]3C(=O)N(C(C)(C)C)C(=O)[C@@H]3[C@]3(C)C(=O)N(c4cccc(Br)c4)C(=O)N23)cc1
25) O=C(Nc1ccccc1C(F)(F)F)N1CCN(c2ccc3nnc(-c4ccc(F)cc4)n3n2)CC1
26) CCOc1ccccc1C(=O)NCC(=O)OCC(=O)N1C(C)CCCC1C (centres undefined)
27) Cc1nnc(SCc2c(Cl)cccc2[N+](=O)[O-])s1
28) O=C(NCc1cccc(Cl)c1)C1CCC(=O)N(CC2CCCCC2)C1 (centres undefined)
29) Cn1nnnc1SC1CC(=O)N(c2ccccc2)C1=O (centres undefined)
30) COc1ccc(NC(=O)CSC2CC(=O)N(c3ccc4c(c3)OCCO4)C2=O)cc1 (centres undefined)

assay / entry,21,22,23,24,25,26,27,28,29,30
HCMV antiviral,?,-6,-11,.,-12&-25,-27,?,56,10,-24
AmpC inh detg,4%,0%,-15%,-5%,-14%&-4%,?,-11%,-5%,1%,-10%
AmpC no deterg,-9%,10%,-9%,154%[activator],220%[activator],11%,-18%,4%,-10%,-22%
HCV inhibitor,1%,17%,5%,-15%,?,20%,0%,-6%,23%,14%
Sm TGR block,5%,12%,-8%,1%,-12%&-5%,-19%,-1%,-5%,1.6µM*,45µM*
FBPA Giardia inh,3%,-2%,4%,5%,-5%,0%,0%,.,-1%,0%

31) O=C(CN1CCCC1)OCCCc1ccccc1
32) O=C(COC(=O)c1n[nH]c2ccccc12)Nc1ccccc1F
33) CCc1cccc(C)c1NC(=S)N(Cc1cccnc1)Cc1ccco1
34) CCC(C)NC(=O)C1(C)CCC(=O)N1Cc1ccccc1OC (centres undefined)
35) O=c1cc(CN2CCN(Cc3ccccc3)CC2)c2cc(O)ccc2o1
36) Cc1cccc(-c2nnc(SCC(=O)Nc3ccc(C)c(C)c3)o2)c1
37) Cc1ccc(SCC(=O)NC2CC2)cc1
38) O=C(NCc1ccc2c(c1)OCO2)c1c(F)c(F)c(F)c(F)c1F
39) COc1cc(C(CC(=O)N2CCOCC2)c2c(OC)cc(OC)c3ccc(=O)oc23)cc(OC)c1OC (centres undefined)
40) CCN(CC)C(=O)C[n+]1cccc(C(N)=O)c1

assay / entry,31,32,33,34,35,36,37,38,39,40
HCMV antiviral,-25,71,9,?,?,29,-19,22,-8,7
AmpC inh detg,0%,.,?,-7%,-8%,18%,?,?,-7%,?
AmpC no deterg,-26%,-10%,-11%,-44%,-26%,.,-10%,-10%,70%[activator],-37%
HCV inhibitor,18%,1%,?,0%,-17%,.,8%,?,?,1%
Sm TGR block,-4%,.,-30%,7%,-15%,2%,-9%,-2%,2%,-9%
FBPA Giardia inh,-2%,.,-1%,3%,7%,.,1%,1%,10%,-2%

Whole records from above.
O=C(NCc1ccc2c(c1)OCO2)c1c(F)c(F)c(F)c(F)c1F as listed: HCMV antiviral = 22; AmpC inh detg = ?; AmpC no deterg = -10%; HCV inhibitor = ?; Sm TGR block = -2%; FBPA Giardia inh = 1%
Cc1ccc(SCC(=O)NC2CC2)cc1 as listed: HCMV antiviral = -19; AmpC inh detg = ?; AmpC no deterg = -10%; HCV inhibitor = 8%; Sm TGR block = -9%; FBPA Giardia inh = 1%

Later entries
41) COCCN(C(=O)COC(=O)Cc1coc2cc(C)ccc12)c1c(N)n(Cc2ccccc2)c(=O)[nH]c1=O
42) O=C(Nc1cccnc1Cl)c1cc(-c2ccc(F)cc2)on1
43) O=C(Nc1ccc(NC(=O)c2cccnc2Cl)cc1)c1cccc(Cl)c1
44) COc1ccc(CN(C(=O)c2oc3cc(C)ccc3c2C)C2CCS(=O)(=O)C2)cc1OC (centres undefined)
45) Cc1ccc(-n2nc3ccc(NC(=O)c4cc5ccccc5o4)cc3n2)cc1
46) COc1ccc(Cl)cc1NC(=O)CSC1=Nc2ccccc2C2=NC(CCC(=O)NCc3ccc(F)cc3)C(=O)N12 (centres undefined)
47) CCN1CCN(c2nc(-c3ccncc3)nc3ccccc23)CC1
48) COc1ccc(N(C(=O)c2cnccn2)C(C(=O)NC2CCCCC2)c2cc(OC)c(OC)c(OC)c2)cc1 (centres undefined)
49) O=C(c1cccnc1)C1CCCN(Cc2nc(Cc3ccccc3F)no2)C1 (centres undefined)
50) O=[N+]([O-])c1cccc(-c2nc(NCc3ccccc3)c3ccccc3n2)c1

assay / entry,41,42,43,44,45,46,47,48,49,50
HCMV antiviral,-13,-11,-33,23,45,34,.,12,14,13
AmpC inh detg,?,5%,-5%,-10%,5%,12%,-11%,-9%,2%,-11%
AmpC no deterg,168%[activator],-18%,-22%,179%[activator],.,.,-2%,52%,67%[activator],-10%
HCV inhibitor,7%,11%,?,5%,.,.,.,7%,-7%,?
Sm TGR block,0%,10%,-1%,-5%,7%,6%,-22%,9%,0%[57.1 µM],2%
FBPA Giardia inh,.,5%,4%,-2%,.,.,0%,1%,5%,0%

51) CC(C)NC(=O)NC(=O)COC(=O)c1ccc(S(=O)(=O)Nc2ccccc2)cc1
52) CCOC(=O)c1ccc(N2CCOCC2)c(NS(=O)(=O)c2ccc(F)cc2)c1
53) Cc1cccc(OCCCC(=O)Nc2ccc(S(=O)(=O)Nc3onc(C)c3C)cc2)c1C
54) Cc1ccc2c(c1)C1CN(C)CCC1N2C(=O)Nc1cccc(Cl)c1 (centres undefined)
55) CC(C(=O)N1CCCC1)N1CCN(S(=O)(=O)c2ccc(C(C)(C)C)cc2)CC1 (centres undefined)
56) COC(=O)c1c(C)[nH]c(C(=O)CN2C(=O)C3CC=CCC3C2=O)c1C (centres undefined)
57) CC1=C(C)CC(C(=O)NCCc2ccc(F)cc2)C(C(=O)O)C1 (centres undefined)

assay / entry,51,52,53,54,55,56,57
HCMV antiviral,15,12,-6,-6,13,62,-3
AmpC inh detg,?,-12%,5%,-5%,-22%,.,-6%
AmpC no deterg,-21%,33%,-31%,-45%,131%[activator],-6%,-16%
HCV inhibitor,8%,0%,13%&16%,?,1%,7%,25%
Sm TGR block,-4%,5%,-3%,9%,-18%,.,-13%
FBPA Giardia inh,0%,.,22%,6%,.,.,3%

9 compounds already listed, ordered by number of heavy atoms, rising.
57) CC1=C(C)CC(C(=O)NCCc2ccc(F)cc2)C(C(=O)O)C1 (centres undefined)
47) CCN1CCN(c2nc(-c3ccncc3)nc3ccccc23)CC1
56) COC(=O)c1c(C)[nH]c(C(=O)CN2C(=O)C3CC=CCC3C2=O)c1C (centres undefined)
50) O=[N+]([O-])c1cccc(-c2nc(NCc3ccccc3)c3ccccc3n2)c1
52) CCOC(=O)c1ccc(N2CCOCC2)c(NS(=O)(=O)c2ccc(F)cc2)c1
51) CC(C)NC(=O)NC(=O)COC(=O)c1ccc(S(=O)(=O)Nc2ccccc2)cc1
53) Cc1cccc(OCCCC(=O)Nc2ccc(S(=O)(=O)Nc3onc(C)c3C)cc2)c1C
48) COc1ccc(N(C(=O)c2cnccn2)C(C(=O)NC2CCCCC2)c2cc(OC)c(OC)c(OC)c2)cc1 (centres undefined)
46) COc1ccc(Cl)cc1NC(=O)CSC1=Nc2ccccc2C2=NC(CCC(=O)NCc3ccc(F)cc3)C(=O)N12 (centres undefined)

assay / entry,57,47,56,50,52,51,53,48,46
HCMV antiviral,-3,.,62,13,12,15,-6,12,34
AmpC inh detg,-6%,-11%,.,-11%,-12%,?,5%,-9%,12%
AmpC no deterg,-16%,-2%,-6%,-10%,33%,-21%,-31%,52%,.
HCV inhibitor,25%,.,7%,?,0%,8%,13%&16%,7%,.
Sm TGR block,-13%,-22%,.,2%,5%,-4%,-3%,9%,6%
FBPA Giardia inh,3%,0%,.,0%,.,0%,22%,1%,.
